JMJD2A Tudor: JMJD2A Tudor domain (human) inhibition; O75164; AlphaScreen JMJD2A-Tudor / H3K4me3 peptide binding; Potency, µM (titrated, usually from 114 µM), inactives show at the top dose activity change, negative = inhibition, most hits filed as inhibitors; 390,000 tested, 4.4% active; also: % is scaled to controls: 0 for no effect and ±100 for the full control effect; nearly all actives have a fitted effect of over 50% in size
HP1b chromo inh: blocks HP1-beta chromodomain binding to methylated histone tails; P83916; AlphaScreen HP1-beta / biotin-H3K9me3 peptide binding; Potency, µM (top dose mostly 114 µM), for inactives: at the top dose activity change, negative = inhibition, most hits filed as inhibitors; 390,000 tested, 0.56% active; also: nearly all actives have a fitted effect of over 70% in size; inactives centre near 23
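Compound inhibition of the preformed complex between 50 nM HP1-beta and 50 nM biotinylated H3K9me3 peptide was read by AlphaScreen. Buffer was PBS pH 7.4 with 0.01% Tween-20. Incubations ran 30 min at room temperature, with 10 ug/mL donor/acceptor beads.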
GLS inhibitor: blocks human kidney-isoform glutaminase activity. O94925. GLS enzymatic activity, qHTS titration. Potency, µM (highest dose often 45.5 µM), for the others: at the top dose activity change, negative = inhibition, usual class: inhibitors. 410,000 tested, 0.21% active. AID 624170; also: % is scaled to controls: 0 for no effect and ±100 for the full control effect
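hKGA; 45 mM KH2PO4 pH 8.2 + 0.02% Tween-20; cpd via pin tool; 1 mM Gln soln; GluOx/HRP/Amplex Red; RT 30 min; fluor. t0 & final.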
G9a block: G9a (human) methyltransferase inhibition; Q96KQ7; G9a H3K9 monomethylation, AlphaScreen, 2 h; Potency, µM (titrated, usually from 102 µM), inactives show top-dose activity, negative = inhibition, most hits filed as inhibitors; 350,000 tested, 8.8% active; AID 504332; also: % is scaled to controls: 0 for no effect and ±100 for the full control effect; nearly all actives have a fitted effect of over 75% in size
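Chemiluminescent proximity detection of H3K9 monomethylation, read after 10 min bead incubation in the dark. Reaction: 20 nM G9a, 500 nM biotin-H3K9 peptide, 20 uM SAM cofactor, 2 h, room temperature, following 15 min enzyme-compound preincubation.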
BLM helicase inh: blocks DNA unwinding by human BLM helicase | Potency, µM (doses to about 56.1 µM), for inactives: at the highest dose activity change, negative = inhibition, most hits filed as inhibitors | recombinant BLM DNA unwinding, fluorescence dequenching | P54132 | 350,000 tested, 0.2% active;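 also: plate controls were vehicle for no effect and no enzyme for full effect; nearly all actives have a fitted effect of over 35% in size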
BAZ2B block: inhibitors of human BAZ2B bromodomain | 360,000 tested, 4.4% active | Q9UIF8 | AID 504333 | AlphaScreen BAZ2B-H3K14Ac peptide displacement | Potency, µM (doses to about 114 µM), without a hit: at the highest dose activity change, negative = inhibition, most hits filed as inhibitors; also: % is scaled to controls: 0 for no effect and ±100 for the full control effect; nearly all actives have a fitted effect of over 60% in size
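Protein-peptide AlphaScreen: BAZ2B 50 nM, b-H3K14Ac 50 nM, 1x PBS pH 7.4 + 0.01% Tween-20. Preincubation 30 min RT; cpd 30 min RT (top 110 uM); beads 20 min RT, light-protected.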
Pin1 inhibitor: human Pin1 inhibition; Q13526; Pin1 FP peptide displacement, HiFluor488, 10 min; Potency, µM (doses to about 115 µM), for inactives: top-dose activity, negative = inhibition, hits mostly inhibitors; 390,000 tested, 0.009% active; active = well fitted inhibition curve with a large enough effect in the polarisation, with a control signal flat, not every such curve was filed as active; inconclusive = small, poorly fitted or top-dose-only effect, or effect the other way, or a change in a side signal; inactive = no such curve, though single readings can be large or run the other way; the % refers to the polarisation; also: % is scaled to controls: 0 for no effect and ±100 for the full control effect
Target sequence (Q13526 whole entry, looked up): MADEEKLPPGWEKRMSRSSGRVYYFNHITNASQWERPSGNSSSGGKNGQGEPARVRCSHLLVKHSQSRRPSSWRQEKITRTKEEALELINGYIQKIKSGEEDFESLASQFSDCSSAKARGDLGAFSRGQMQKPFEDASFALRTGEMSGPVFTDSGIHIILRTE
Pol iota inh: DNA polymerase iota (human) inhibition | Q9UNA4 | Pol iota fluorescent replication assay, 10 min | Potency, µM (highest dose often 115 µM), for the others: at the highest dose activity, negative = inhibition, most hits filed as inhibitors | 390,000 tested, 1% active | AID 588590
Target sequence (Q9UNA4 whole entry, looked up): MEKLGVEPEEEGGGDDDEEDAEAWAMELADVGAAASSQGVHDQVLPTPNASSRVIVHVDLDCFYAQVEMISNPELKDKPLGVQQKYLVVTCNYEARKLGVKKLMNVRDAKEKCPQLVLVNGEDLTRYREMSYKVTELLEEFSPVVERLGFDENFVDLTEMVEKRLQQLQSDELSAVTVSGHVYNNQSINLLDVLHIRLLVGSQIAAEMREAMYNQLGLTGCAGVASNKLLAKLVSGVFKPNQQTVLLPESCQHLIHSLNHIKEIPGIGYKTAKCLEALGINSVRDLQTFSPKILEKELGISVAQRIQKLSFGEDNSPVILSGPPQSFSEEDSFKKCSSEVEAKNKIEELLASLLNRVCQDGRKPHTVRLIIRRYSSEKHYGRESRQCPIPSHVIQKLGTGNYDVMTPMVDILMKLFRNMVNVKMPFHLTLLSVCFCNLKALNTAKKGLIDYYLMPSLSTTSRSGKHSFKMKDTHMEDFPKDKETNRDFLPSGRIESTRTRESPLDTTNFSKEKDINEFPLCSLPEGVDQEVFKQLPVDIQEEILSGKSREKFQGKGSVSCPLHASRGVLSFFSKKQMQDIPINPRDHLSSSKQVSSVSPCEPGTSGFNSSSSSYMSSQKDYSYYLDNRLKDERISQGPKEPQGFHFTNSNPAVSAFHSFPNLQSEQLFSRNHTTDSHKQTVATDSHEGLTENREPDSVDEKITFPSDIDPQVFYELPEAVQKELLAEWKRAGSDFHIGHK
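Fluorescent replication assay read twice, at 0 min and 10 min after adding 50 nM (final) substrate. Enzyme (10 nM) and compounds were first incubated 15 min at room temperature; enzyme-free buffer wells were negative controls.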
Tb PGK inh: inhibitors of T. brucei phosphoglycerate kinase; 380,000 tested, 0.043% active; P07378; PGK/GAPDH coupled, Kinase-Glo luminescence, 60 min; Potency, µM (titrated, usually from 57.5 µM), for inactives: at the highest dose activity change, negative = inhibition, hits mostly inhibitors; also: % is scaled to controls: 0 for no effect and ±100 for the full control effect; nearly all actives have a fitted effect of over 60% in size
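Luminescent ATP detection (Kinase-Glo Plus) follows a 60-minute room-temperature incubation, with wells lacking PGK as controls. Buffer: 100 mM TEA (pH 7.6), 5 mM MgCl2, 0.01% Tween-20. Coupling enzyme GAPDH (100 nM final) supplies unstable 1,3-BPG in-well.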
* = called active by the depositor; i = inactive; u = inconclusive; x = not tested or not shown; [ ] = remark or other dose. Unless noted, calls follow the shape of the dose curve; as a rule, active = well fitted curve in the direction sought with a large enough effect; inconclusive = small, poorly fitted or top-dose-only effect, or another doubt; inactive = no such curve, though single readings can be large; an effect the other way counts as inactive or inconclusive. Potency is read from the fitted curve at half-maximal effect. These rows are one share of the data; count on the stated rates, not on these rows.

SMILES | JMJD2A Tudor | HP1b chromo inh | GLS inhibitor | G9a block | BLM helicase inh | BAZ2B block | Pin1 inhibitor | Pol iota inh | Tb PGK inh
COc1ccc(CN2CCc3ccccc3C2)c(OC)c1 | 2.8µM* | u | 6% | -128%[59 µM] | 3% | u | -9% | 64%[activator] | i
CNc1ccccc1NC(=O)CCn1c(=S)oc2ccccc21 | -6%[11.4 µM] | 48%[activator] | -9% | 3% | 0% | -17% | 1% | 27% | -3%
COCCCn1c(-c2ccsc2)nc2c1c(=O)[nH]c(=O)n2Cc1ccccc1 | -17% | 32% | -18% | -10% | -4% | 8% | 36%[activator] | 11% | -1%
Cc1c(F)cccc1NC(=O)CCCCCC1NC(=O)NC1C (stereo unspecified) | 0.89µM* | u | 5% | 0.71µM* | 0% | 1µM* | -13% | 194%[activator] | 1%
CN(C)S(=O)(=O)c1ccc(N2CCCC2)c(C(=O)NNC(=O)c2ccc(Br)cc2)c1 | -22% | 17% | 20% | u | x | -3% | 8% | 14% | -6%
O=S1c2ccccc2Oc2ccccc21 | -14% | -17% | -21% | x | x | x | -1% | 12% | 0%
Cc1ccc(CNC(=O)CSc2ccc(-c3ccco3)nn2)cc1 | -16% | 17% | 3% | u | 7% | 0% | 2% | 18% | -6%
CCC(=O)n1nc(-c2ccc(OC)cc2)nc1SC | 2% | 23% | -2% | -12%[59 µM] | 0% | 4% | 3% | 4% | 2%
COc1ccc(/C=C/C(=O)NCCc2c[nH]c3ccccc23)cc1OC | -30% | 13% | 0% | x | -5% | u | 3% | -19% | -12%
COc1ccccc1-c1noc(CCC(=O)Nc2cccc(C(F)(F)F)c2)n1 | -1% | 43%[activator] | -11% | u | -13% | 15% | 1% | 0% | 4%
CCCN1C2CCCC1CC(NC(=O)c1ccccc1OC)C2 (stereo unspecified) | -9% | 38% | 3% | 47% | 0% | -2% | 7% | 44%[activator] | 4%
CCOC(=O)CSc1ncnc2c(C(=O)OCC)c3n(c12)CCC3 | -14% | 22% | 1% | 0%[59 µM] | 4% | 1% | 3% | -14% | -5%
S=C(Nc1ccc(Cl)cc1)NN1CCOCC1 | -12% | 17% | 13% | 2% | -1% | -6% | -6% | 10% | -6%
Cn1ncc2c(Nc3cccc(C(=O)O)c3)ncnc21 | -9% | 12% | 0% | -48%[12.7 µM] | 2% | -29% | 5% | -14% | 4%
CCCNC(=O)C(Cc1cccc(C#N)c1)NC(=O)c1cccc([N+](=O)[O-])c1 (stereo unspecified) | -13% | 38% | 14% | -10%[2.33 µM] | x | 7% | 2% | 2% | 9%
CCOC(=O)Cc1csc(NC(=O)c2ccc(OC)c(OC)c2)n1 | -8% | 15% | 3% | -6%[12.7 µM] | 2% | -4% | -1% | 11% | 4%
O=C(Cc1ccc(F)cc1)Nc1ccc(S(=O)(=O)N2CCCCC2)cc1 | -14% | 42%[activator] | 7% | 12% | -4% | -2% | 8% | 7% | 15%
Cc1ccc(S(=O)(=O)Nc2ccccc2C(=O)Nc2ccc(S(=O)(=O)Nc3nccc(C)n3)cc2)cc1 | -23% | 12% | 20% | 4%[59 µM] | 1% | -5% | 1% | -18% | -4%
CC(C)=CCC[C@](C)(O)C1CC[C@]2(C)C1[C@H](O)CC1[C@@]3(C)CC[C@H](O[C@@H]4O[C@H](CO)[C@@H](O)[C@H](O)[C@H]4O[C@@H]4O[C@H](CO)[C@@H](O)[C@H](O)[C@H]4O)C(C)(C)C3CC[C@]12C (stereo partly specified) | -25% | 36% | -5% | x | x | x | 7% | 4% | -6%
CCOC(=O)c1sc2nc(C)nc(NCCc3ccccn3)c2c1C | -3% | 52%[activator] | -6% | 21% | -1% | 6% | 8% | 33%[activator] | i
COc1cc(CN2CCC(C)CC2)ccc1OCc1ccccc1 | 25µM* | u | 0% | u | -2% | u | -3% | 16% | 4%
COc1cccc(NC(=O)CN(C)C(=O)CN2C(=O)NC(C)(c3ccc(C)cc3)C2=O)c1 (stereo unspecified) | -4% | 36% | -1% | -38%[12.7 µM] | x | 7% | 7% | -1% | -7%
CCC1(CC)NC(=O)N(CC(=O)OCC(=O)c2ccccc2OC)C1=O | 4% | 25% | -12% | 9%[12.7 µM] | x | 1% | -6% | -6% | -4%
COc1cccc(N=c2oc3c(C)ncc(CO)c3cc2C(N)=O)c1 | -7% | 19% | -1% | 17% | 0% | -3% | 2% | 5% | -4%
Cc1ccc(CN2CCc3nc(SCC(=O)Nc4cccc(C)c4C)[nH]c(=O)c3C2)cc1 | -12% | 28% | 0% | -6%[59 µM] | -2% | -4% | 2% | 2% | 6%

Not a retest: an excerpt of the list.
SMILES | JMJD2A Tudor | HP1b chromo inh | GLS inhibitor | G9a block | BLM helicase inh | BAZ2B block | Pin1 inhibitor | Pol iota inh | Tb PGK inh
COc1ccc(CN2CCc3ccccc3C2)c(OC)c1 | 2.8µM* | u | 6% | -128%[59 µM] | 3% | u | -9% | 64%[activator] | i
CNc1ccccc1NC(=O)CCn1c(=S)oc2ccccc21 | -6%[11.4 µM] | 48%[activator] | -9% | 3% | 0% | -17% | 1% | 27% | -3%

Looked up one by one from the entries so far (four):
SMILES | JMJD2A Tudor | HP1b chromo inh | GLS inhibitor | G9a block | BLM helicase inh | BAZ2B block | Pin1 inhibitor | Pol iota inh | Tb PGK inh
CCOC(=O)CSc1ncnc2c(C(=O)OCC)c3n(c12)CCC3 | -14% | 22% | 1% | 0%[59 µM] | 4% | 1% | 3% | -14% | -5%
Cn1ncc2c(Nc3cccc(C(=O)O)c3)ncnc21 | -9% | 12% | 0% | -48%[12.7 µM] | 2% | -29% | 5% | -14% | 4%
Cc1ccc(CN2CCc3nc(SCC(=O)Nc4cccc(C)c4C)[nH]c(=O)c3C2)cc1 | -12% | 28% | 0% | -6%[59 µM] | -2% | -4% | 2% | 2% | 6%
Cc1ccc(CNC(=O)CSc2ccc(-c3ccco3)nn2)cc1 | -16% | 17% | 3% | u | 7% | 0% | 2% | 18% | -6%

Next compounds.
SMILES | JMJD2A Tudor | HP1b chromo inh | GLS inhibitor | G9a block | BLM helicase inh | BAZ2B block | Pin1 inhibitor | Pol iota inh | Tb PGK inh
N#CC(C#N)=Cc1c(N2CCN(c3ccccc3)CC2)nc2ccccn2c1=O | u | -10% | 15% | u | -5% | -34% | 2% | 36%[activator] | 6%
CCNC(=O)CSc1nc(-c2ccc(F)cc2)cs1 | -6% | 11% | 6% | -49% | -6% | 0% | -5% | -17% | -6%
CCOc1ccc(C(=O)Nc2cc(-c3ccccc3)no2)cc1 | -21% | 29% | -6% | -3%[59 µM] | -2% | -1% | -8% | -28% | i
CN1C(=O)/C(=C/c2cc(N=Nc3ccccc3)ccc2O)SC1=S | 5µM* | u | 12% | 8.9µM* | -2% | 2.2µM* | u | u | -14%
O=C(NC(=S)Nc1ccc(S(=O)(=O)N2CCCC2)cc1)C1CC1 | -18% | 16% | 6% | x | -4% | -19% | u | -5% | 2%
Clc1ccc(CNCCC2=CCCCC2)cc1 | 1% | 3% | 14% | -2%[59 µM] | -1% | 10% | 1% | 6% | -1%
CCn1c(CC(=O)Nc2ccccc2)nnc1SCc1nc2ccccc2c(=O)[nH]1 | -24% | 33% | -1% | x | -2% | -16% | -2% | 11% | i
O=C(Nc1ccn(CCCNCc2ccc3[nH]ccc3c2)c(=O)n1)OCc1ccccc1 | u | -4% | 2% | x | x | x | 5% | -4% | -2%
CC(=O)N1CCc2cc(S(=O)(=O)NC(C(=O)NC3CCCc4ccccc43)C(C)C)ccc21 (stereo unspecified) | 4%[11.4 µM] | -12% | -3% | -46%[12.7 µM] | -8% | -36% | 15% | -14% | -5%
COc1ccc(CNC(=O)c2ccc3c(Cl)c4c(nc3c2)CCCC4)c(OC)c1 | -20% | 50%[activator] | 1% | 14%[59 µM] | -5% | 13% | 29% | 22% | 0%
O=C(NC1CCCc2c1cnn2-c1cc(F)cc(F)c1)c1ccccn1 (stereo unspecified) | -5% | 52%[activator] | -5% | x | x | x | 1% | 13% | -10%
CC(OC(=O)Cn1[nH]c(=O)c2ccccc2c1=O)C(=O)Nc1ccc(Cl)cn1 (stereo unspecified) | 0% | 39% | -5% | 13%[59 µM] | x | 1% | -1% | -21% | -7%
COc1ccc(-c2cc3ccc(OCC(C)=O)cc3oc2=O)cc1OC | 3% | 25% | -7% | 6% | 1% | -14% | 0% | -10% | -12%
O=C(CCC(=O)NNC(=O)COc1ccccc1)NCc1ccccc1 | -20% | 15% | 0% | u | -3% | -1%[57.1 µM] | -5% | 18% | -11%
CCC(=O)Nc1c2c(nn1-c1ccc(F)cc1)CS(=O)C2 (stereo unspecified) | -8% | 60%[activator] | 0% | 5% | 3% | -5% | 4% | -5% | -8%
Cc1ccc(O)c(C(=O)c2cnc3c(c2)c(=O)n(C)c(=O)n3C)c1 | -7% | 10% | 2% | u | -7% | -23% | 0% | 58%[activator] | 8%
O=C(NCc1ccccn1)c1ccc(CNS(=O)(=O)c2ccc(F)cc2)cc1 | -12% | 54%[activator] | 4% | 51%[activator][59 µM] | 1% | -1% | 0% | 7% | -3%
Cc1nnc(NC(=O)CCS(=O)(=O)Cc2ccccc2)s1 | 3% | -24% | -1% | u | -2% | -2% | -7% | 31%[activator] | -11%

Compound activity (PubChem BioAssay)
